Bioassay records (PubChem BioAssay)
NSD2 inh – inhibitors of human NSD2, primary screen, biochemical, plate reader, single point. NSD2-SET H3K36me1 DELFIA fluorescence. actives 0.07% (n = 44,000). inhibition, % at 12.5 µM. Histone-lysine N-methyltransferase NSD2 (Homo sapiens), O96028. AID 624260, 2012; in the data active means inhibition above about 54%, passing the limit was not always enough; inconclusive means no clear call, values can overlap the other calls;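 further: inhibitors reduce the monomethyl H3K36 fluorescence signal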
* = called active by the depositor; i = inactive; ? = inconclusive; & = joins results of further samples. This is a subset; count on the stated rates, not on these rows.

NSD2 inh	structure
-3.1	CC(C)C#Cc1cnc2c(c1)C(=O)N([C@@H](C)CO)C[C@H](C)[C@H](CN(C)C(=O)Nc1cc(F)ccc1F)O2
6.9	COc1ccc(NC(=O)N(C)C[C@@H]2Oc3ncc(-c4ccccc4)cc3C(=O)N([C@H](C)CO)C[C@@H]2C)cc1
-3.1	C[C@@H]1CN([C@@H](C)CO)C(=O)c2cc(NC(=O)Cn3cnnn3)ccc2O[C@H]1CN(C)C(=O)Nc1ccc(F)cc1
0.2	C[C@@H]1CN([C@H](C)CO)C(=O)c2cccc(NS(C)(=O)=O)c2O[C@@H]1CN(C)Cc1ccc(Oc2ccccc2)cc1
-1.0	O=C(C1c2ccccc2C(=O)N2CCc3ccccc3C12)N1CCCC1 (configuration not stated)
6.2	CNC[C@@H]1Oc2cc(C#CC(C)(C)O)ccc2S(=O)(=O)N([C@@H](C)CO)C[C@H]1C
1.5	C[C@H](CO)N1C[C@H](C)[C@H](CN(C)C(=O)c2cccc(F)c2)Oc2ncc(-c3cccnc3)cc2C1=O
20.2	Cc1noc(C)c1S(=O)(=O)Nc1ccc2c(c1)C(=O)N([C@@H](C)CO)C[C@@H](C)[C@H](CN(C)S(=O)(=O)c1cn(C)cn1)OCCCC[C@H](C)O2
-6.9	COc1ccc(S(=O)(=O)Nc2ccc3c(c2)CC(=O)N([C@@H](C)CO)C[C@@H](C)[C@@H](CN(C)C(=O)Nc2ccc(C(F)(F)F)cc2)O3)cc1
0.8	CC(=O)N(C)C[C@@H]1Oc2ncc(C#C[C@H](C)O)cc2C(=O)N([C@H](C)CO)C[C@@H]1C
-11.0	COCCOC(=O)N1C(=O)[C@@]2(c3cc(C#CCC(C(=O)OC)C(=O)OC)ccc31)[C@H](C(=O)Nc1nc3ccccc3s1)[C@H]1C(=O)O[C@H](c3ccccc3)[C@H](c3ccccc3)N1[C@@H]2c1ccccc1OCCO
0.7	COc1ccccc1-c1ccc2c(c1)O[C@@H](CN(C)C)[C@@H](C)CN([C@H](C)CO)S2(=O)=O
6.9	Cc1noc(C)c1S(=O)(=O)Nc1ccc2c(c1)C(=O)N([C@H](C)CO)C[C@H](C)[C@@H](CN(C)C)O2
-2.5	COc1ccc(S(=O)(=O)N(C)C[C@H]2OCCCC[C@H](C)Oc3ccc(NC(=O)CCC(F)(F)F)cc3C(=O)N([C@H](C)CO)C[C@H]2C)cc1
-18.1	C[C@@H]1CN([C@H](C)CO)C(=O)Cc2cc(NC(=O)C3CCCCC3)ccc2O[C@H]1CN(C)Cc1ccc(C(F)(F)F)cc1
1.8	COc1ccc(CN(C)C[C@H]2Oc3ccc(NS(=O)(=O)c4c(C)noc4C)cc3CC(=O)N([C@H](C)CO)C[C@H]2C)cc1
31.8	C[C@H](CO)N1C[C@H](C)[C@@H](CN(C)S(=O)(=O)c2cccs2)OCCCC[C@H](C)Oc2ccc(N(C)C)cc2C1=O
5.2	CC(C)CC#Cc1ccc2c(c1)O[C@H](CN(C)S(=O)(=O)c1cccc(F)c1)[C@H](C)CN([C@H](C)CO)S2(=O)=O
-5.1	Cc1noc(C)c1S(=O)(=O)Nc1ccc2c(c1)C(=O)N([C@H](C)CO)C[C@@H](C)[C@@H](CN(C)Cc1ccc3c(c1)OCO3)O2
3.4	CO[C@@H](CN(C)S(=O)(=O)c1ccc(F)cc1)[C@H](C)CN(C(=O)Nc1ccccc1F)[C@@H](C)CO
3.1	C[C@@H]1CCCCO[C@@H](CN(C)Cc2ccc3c(c2)OCO3)[C@@H](C)CN([C@H](C)CO)C(=O)c2cc(NS(C)(=O)=O)ccc2O1
-2.2	C[C@@H]1CN([C@@H](C)CO)C(=O)Cc2cc(NS(=O)(=O)c3cn(C)cn3)ccc2O[C@H]1CN(C)S(=O)(=O)c1ccc(Cl)cc1
-7.9	C[C@@H]1CN([C@@H](C)CO)C(=O)c2cc(-c3ccc(C#N)cc3)cnc2O[C@@H]1CN(C)C(=O)Nc1ccc(C(F)(F)F)cc1
0.6	COc1cccc(-c2ccc3c(c2)O[C@@H](CN(C)CC2CC2)[C@@H](C)CN([C@@H](C)CO)S3(=O)=O)c1
9.8	CC(C)C#Cc1ccc2c(c1)O[C@H](CN(C)Cc1ccccc1)[C@@H](C)CN([C@H](C)CO)S2(=O)=O
-0.5	C/C=C/c1cnc2c(c1)C(=O)N([C@@H](C)CO)C[C@H](C)[C@H](CN(C)C(=O)Cc1ccccn1)O2
7.0	O=C(c1ccccc1)c1ccc(N2CCOCC2)cc1O
16.3	Cc1noc(C)c1NC(=O)Nc1ccc2c(c1)C(=O)N([C@@H](C)CO)C[C@@H](C)[C@@H](CN(C)C(=O)c1ccccc1)OCCCC[C@@H](C)O2
-4.3	COc1ccc(C#Cc2ccc3c(c2)O[C@H](CN(C)C(C)=O)[C@@H](C)CN([C@H](C)CO)S3(=O)=O)cc1
6.1	CC(C)(C)OC(=O)NC/C=N/NC(=O)CCCCCC(=O)O

Continued.
NSD2 inh	structure
2.7	COc1ccc(CNC(=O)C[C@@H]2C=C[C@@H](NC(=O)c3ccc4c(c3)OCO4)[C@H](CO)O2)cc1
-10.5	C[C@@H]1CN([C@@H](C)CO)C(=O)c2cc(NS(=O)(=O)c3ccccc3)ccc2O[C@@H](C)CCCCO[C@@H]1CN(C)Cc1ccc(C(F)(F)F)cc1
1.8	CCCCc1ccc(-n2c(-c3ccc(F)cc3)coc2=O)cc1
-0.8	C/C=C(\CO)C(=O)O[C@H]1[C@H](O)[C@@H](C(=O)OC)O[C@@H]2C[C@H]3OC(n4cnc5c(N)ncnc54)[C@H](OC)[C@H]3O[C@]21O (some centres not stated)
-4.5	C[C@@H]1CN([C@H](C)CO)C(=O)c2cc(-c3cccc(C#N)c3)cnc2O[C@@H]1CN(C)C(=O)C1CCOCC1
3.5	C[C@H](CO)N1C[C@H](C)[C@@H](CN(C)Cc2ccccc2C(F)(F)F)OCc2cn(nn2)CCCC1=O
0.6	O=C(NO)c1cccc(C(=O)N/N=C/c2ccc3c(c2)OCCO3)c1
3.6	C[C@H]1CN([C@@H](C)CO)C(=O)c2cc(N(C)C)ccc2O[C@@H]1CN(C)S(=O)(=O)c1ccc(F)cc1
0.1	C[C@@H]1CCCCO[C@H](CN(C)S(C)(=O)=O)[C@H](C)CN([C@@H](C)CO)C(=O)c2cc(NC(=O)Nc3ccccc3)ccc2O1
-7.9	C[C@H](CO)N1C[C@H](C)[C@@H](CN(C)Cc2ccccc2)OCCCC[C@H](C)Oc2ccc(N(C)C)cc2C1=O
-2.9	CS(=O)(=O)Nc1ccc2c(c1)[C@@H]1C[C@H](CC(=O)NCc3ccc(Oc4ccccc4)cc3)O[C@@H](CO)[C@@H]1O2
2.6&2.9	C[C@H](CO)N1C[C@H](C)[C@H](CN(C)Cc2ccc(F)cc2)Oc2ncc(-c3ccc(F)cc3)cc2C1=O
-5.3	C[C@H](CO)N1C[C@H](C)[C@@H](CN(C)Cc2ccc(C(=O)Nc3ccccc3N)cc2)Oc2ccc(NS(=O)(=O)c3ccc(Cl)cc3)cc2CC1=O
-263.5	COc1ccc(S(=O)(=O)N(C)C[C@@H]2OCCCC[C@H](C)Oc3ccc(NC(=O)Nc4cccc5ccccc45)cc3C(=O)N([C@H](C)CO)C[C@@H]2C)cc1
0.4	C[C@@H]1CN([C@H](C)CO)C(=O)c2cc(NC(=O)NC3CCCCC3)ccc2O[C@@H](C)CCCCO[C@@H]1CN(C)S(=O)(=O)c1cccs1
-5.1	Cc1ccc(S(=O)(=O)Nc2ccc3c(c2)CC(=O)N([C@H](C)CO)C[C@@H](C)[C@@H](CN(C)C(=O)Nc2ccc(F)cc2)O3)cc1
0.8	CC(=O)N(C)C[C@@H]1Oc2ncc(C#Cc3cccc(F)c3)cc2C(=O)N([C@H](C)CO)C[C@H]1C
4.3	Cc1noc(C)c1NC(=O)N(C)C[C@@H]1Oc2ccc(NC(=O)Cc3cn(C)c4ccccc34)cc2CC(=O)N([C@H](C)CO)C[C@H]1C
-3.6	COc1cccc(NC(=O)N(C)C[C@@H]2Oc3cc(-c4ccccc4OC)ccc3S(=O)(=O)N([C@H](C)CO)C[C@@H]2C)c1
?	COCC(=O)Nc1ccc2c(c1)[C@H]1C[C@H](CC(=O)NCc3ccc(Cl)cc3)O[C@H](CO)[C@H]1O2
1.4	C[C@@H]1CN([C@@H](C)CO)C(=O)c2cc(-c3ccc(F)cc3)cnc2O[C@H]1CN(C)Cc1cncnc1
-5.5	C[C@H](CO)N1C[C@H](C)[C@H](CN(C)Cc2ccc(C(=O)Nc3ccccc3N)cc2)Oc2ccc(NC(=O)Cn3cnnn3)cc2CC1=O
4.5	CN(C)c1ccc(/C=N/NC(=O)c2ccc(C(=O)NO)cc2)cc1
i	C[C@H](CO)N1C[C@H](C)[C@@H](CN(C)Cc2ccc(C(=O)O)cc2)Oc2c(NC(=O)Nc3ccc(F)cc3)cccc2C1=O
2.6	C[C@H](CO)N1C[C@H](C)[C@@H](CN(C)C(=O)Nc2ccc(F)cc2)OCc2ccccc2-c2ccccc2C1=O
11.6	O=C(O)C1=C[C@@H](c2ccc3c(c2)Cc2ccccc2-3)C[C@@H](OCCCCO)O1
-1.1	Cc1cc(C(=O)Nc2cccc3c2O[C@@H](CN(C)Cc2ccc(Oc4ccccc4)cc2)[C@@H](C)CN([C@@H](C)CO)C3=O)n(C)n1
25.7	O=C(O)CCCCCC(=O)N/N=C/c1cc(F)ccc1O
-1.3	COc1ccc(CN(C)C[C@H]2Oc3ccc(NC(=O)C4CCCCC4)cc3CC(=O)N([C@H](C)CO)C[C@H]2C)cc1
3.3	COc1cccc(-c2ccc3c(c2)O[C@H](CN(C)C(=O)C2CCC2)[C@@H](C)CN([C@@H](C)CO)S3(=O)=O)c1

Grouped by structure: the entries above with a thiophene ring, fused or not (2)
NSD2 inh	structure
31.8	C[C@H](CO)N1C[C@H](C)[C@@H](CN(C)S(=O)(=O)c2cccs2)OCCCC[C@H](C)Oc2ccc(N(C)C)cc2C1=O
0.4	C[C@@H]1CN([C@H](C)CO)C(=O)c2cc(NC(=O)NC3CCCCC3)ccc2O[C@@H](C)CCCCO[C@@H]1CN(C)S(=O)(=O)c1cccs1

4 entries out of the list, sorted by number of heavy atoms, lowest first.
NSD2 inh	structure
2.7	COc1ccc(CNC(=O)C[C@@H]2C=C[C@@H](NC(=O)c3ccc4c(c3)OCO4)[C@H](CO)O2)cc1
3.5	C[C@H](CO)N1C[C@H](C)[C@@H](CN(C)Cc2ccccc2C(F)(F)F)OCc2cn(nn2)CCCC1=O
4.3	Cc1noc(C)c1NC(=O)N(C)C[C@@H]1Oc2ccc(NC(=O)Cc3cn(C)c4ccccc34)cc2CC(=O)N([C@H](C)CO)C[C@H]1C
-5.3	C[C@H](CO)N1C[C@H](C)[C@@H](CN(C)Cc2ccc(C(=O)Nc3ccccc3N)cc2)Oc2ccc(NS(=O)(=O)c3ccc(Cl)cc3)cc2CC1=O

Additional structures:
NSD2 inh	structure
-1.0	C[C@H]1CN([C@@H](C)CO)C(=O)c2cccc(NC(=O)Nc3ccc4c(c3)OCO4)c2O[C@H]1CN(C)Cc1ccc(Oc2ccccc2)cc1
-0.4	C[C@@H]1CN([C@H](C)CO)S(=O)(=O)c2ccc(-c3cccnc3)cc2O[C@@H]1CN(C)C(=O)C1CCCCC1
2.0	COc1ccc(CN(C)C[C@H]2OCCCC[C@@H](C)Oc3ccc(NC(=O)Nc4ccc(OC)cc4)cc3C(=O)N([C@@H](C)CO)C[C@H]2C)cc1
-7.3	CC(C)NC(=O)N(C)C[C@@H]1OCCCC[C@@H](C)Oc2ccc(NC(=O)Cc3ccccc3)cc2C(=O)N([C@@H](C)CO)C[C@H]1C
0.0	COc1cc(SC)ccc1C(=O)NCCCn1ccnc1
5.5	CNC[C@H]1Oc2ncc(-c3ccccc3C)cc2C(=O)N([C@@H](C)CO)C[C@H]1C
-2.5	C[C@@H]1CN([C@@H](C)CO)C(=O)c2cc(/C=C/c3ccccc3)cnc2O[C@@H]1CN(C)C(=O)Cc1ccccn1
-6.2	C[C@@H]1CN([C@@H](C)CO)C(=O)c2cccc(NC(=O)Nc3ccc4c(c3)OCO4)c2O[C@H]1CN(C)Cc1ccncc1
-4.7	COC(=O)CCCCCCC(=O)N/N=C/c1coc2ccccc2c1=O
4.9	C[C@@H]1CN([C@@H](C)CO)C(=O)c2cccc(NC(=O)c3cnccn3)c2O[C@@H]1CN(C)Cc1ccc(Oc2ccccc2)cc1
-19.7	CNC[C@@H]1Oc2ccc(NC(=O)C3CCCCC3)cc2CC(=O)N([C@@H](C)CO)C[C@@H]1C
2.0	C[C@@H]1CN([C@H](C)CO)C(=O)c2cc(N(C)C)ccc2O[C@H]1CN(C)Cc1ccc(Cl)c(Cl)c1
0.1	CNC[C@H]1Oc2cc(C#Cc3ccncc3)ccc2S(=O)(=O)N([C@@H](C)CO)C[C@@H]1C
-4.4	C[C@@H]1CCCCO[C@@H](CN(C)S(=O)(=O)c2ccccc2)[C@@H](C)CN([C@@H](C)CO)C(=O)c2cc(NC(=O)NC3CCCCC3)ccc2O1
6.8	C[C@@H]1CCCCO[C@@H](CN(C)C(=O)CCC(F)(F)F)[C@@H](C)CN([C@@H](C)CO)C(=O)c2cc(NS(=O)(=O)c3cccs3)ccc2O1
1.0	C[C@H](CO)N1C[C@H](C)[C@H](CN(C)Cc2ccc(C(=O)O)cc2)Oc2ccc(NC(=O)Cc3cn(C)c4ccccc34)cc2C1=O
-4.5	CC1=CC(=O)[C@H]2C(C)(C)CCC[C@]2(C)[C@@]1(O)CO
-3.2	C[C@@H]1CN([C@H](C)CO)C(=O)c2cccc(NC(=O)Nc3ccc4c(c3)OCO4)c2O[C@@H]1CN(C)C(=O)NC1CCCCC1
3.6	CNC[C@@H]1Oc2cc(C#CCN(C)C)ccc2S(=O)(=O)N([C@H](C)CO)C[C@H]1C
-0.5	COc1cccc(S(=O)(=O)N(C)C[C@H]2Oc3ncc(C#CCN(C)C)cc3C(=O)N([C@H](C)CO)C[C@@H]2C)c1
-1.1	C[C@H]1CN([C@@H](C)CO)C(=O)c2cc(C#Cc3cccnc3)cnc2O[C@@H]1CN(C)C(=O)CC1CC1
